HSF1 inhib: HSF1 inhibition; NIH3T3-HGL HSE-luciferase, MG132-induced, luminescence 8 h; active compounds read low; activity change, negative = inhibition, % at 7.5 µM (by protocol); actives 0.77% (n = 300,000); AID 2098;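 active means more than half of replicate wells show activity change below -50%, luminescence cut by over half; inconclusive means some wells, but at most half, below -50%; inactive means no replicate well below -50%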;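 further: luciferase reports HSF-1 transcriptional activity via heat shock element; 0% = median of DMSO wells and -100% = zero luminescence signal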
GSK3beta inhib: blocks human GSK3beta kinase activity; P49841; activity score (negative = inhibition), % at 10 µM; actives 0.038% (n = 300,000); AID 2097; GST-GSK3beta kinase, ADP-Glo luminescence, 60 min; active compounds read low;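 active means more than half of replicate wells score below -50%, meaning over 50% inhibition versus plate controls; inconclusive means some replicates but at most half score below -50%; inactive means no replicate scores below -50%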;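 further: 0% = median DMSO wells and -100% = median GW8510 positive control wells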
Target sequence (P49841 whole entry, looked up): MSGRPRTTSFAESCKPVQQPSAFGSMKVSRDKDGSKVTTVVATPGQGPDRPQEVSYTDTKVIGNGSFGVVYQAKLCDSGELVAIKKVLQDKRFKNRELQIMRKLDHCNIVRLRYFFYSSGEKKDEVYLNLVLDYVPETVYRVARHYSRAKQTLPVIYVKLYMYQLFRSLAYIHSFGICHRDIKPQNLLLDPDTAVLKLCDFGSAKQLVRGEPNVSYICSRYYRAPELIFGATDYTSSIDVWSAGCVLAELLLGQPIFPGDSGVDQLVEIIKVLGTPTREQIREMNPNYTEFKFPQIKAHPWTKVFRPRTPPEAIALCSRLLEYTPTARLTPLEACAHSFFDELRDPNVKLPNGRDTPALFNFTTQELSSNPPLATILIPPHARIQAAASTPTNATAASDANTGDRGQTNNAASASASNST
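Assay system: GST-fused GSK3beta enzyme, cell-free / Medium: Tris pH 7.5 buffer with MgCl2, DTT, BSA, heparin / Also added: peptide substrate plus 25 µM ATP (final) / Compound: 10 µM single point / Timing: kinase reaction with compound 60 min at room temperature / Detection: ADP-Glo luminescence / Benchmarks: DMSO neutral wells and GW8510 at 20 µM as positive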
KLF5 inh: inhibitors of KLF5 expression | DLD-1 KLF5 promoter-luciferase reporter, luminescence | inhibition, % at 5 µM | AID 1700 | actives 0.23% (n = 290,000);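 active means inhibition above a per-plate limit of that plate's mean compound inhibition plus 3 SD, cut at about 60% in these data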;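 further: 0% = DMSO wells and 100% = LY294002 at 200 µM; higher means less KLF5 promoter-driven luciferase light; inactives centre near -14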
Platelet DG rel: modulates dense granule release in human platelets; human platelet-rich plasma, SFLLRN dense granule ATP release, luminescence; inhibition, %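 (compounds screened at 7.5 µM in platelet-rich plasma)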; actives 0.22% (n = 300,000); AID 1663;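 active means mean replicate score, as percent of positive control, at or above 50; inconclusive means mean below 50 but at least one replicate at or above 50; inactive means mean and every replicate below 50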
HSF-1 act: increases HSF-1 driven luciferase reporter signal. NIH3T3-HGL HSF-1 luciferase reporter, MG132, 8 h; 100% = twice DMSO control signal. actives 1.7% (n = 300,000). activation, % at 9 µM;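 active means mean replicate activation of at least 50% with a set share of replicates each reaching 50%; inconclusive means only one of those two conditions met; inactive means mean below 50% and too few replicates reaching it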;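 further: 0% = median of the neutral control wells and 100% = twice that signal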
GSK3 alpha inh: human GSK-3 alpha kinase inhibition; P49840; ADP-Glo luminescence, 60 min; inhibition, % at 10 µM; actives 0.1% (n = 320,000);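 in the data active means inhibition above about 50%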;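 further: GST-tagged GSK-3 alpha with peptide substrate and 25 µM ATP; 0% = DMSO neutral wells and 100% = GW8510 positive control wells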
Target sequence (P49840 whole entry, looked up): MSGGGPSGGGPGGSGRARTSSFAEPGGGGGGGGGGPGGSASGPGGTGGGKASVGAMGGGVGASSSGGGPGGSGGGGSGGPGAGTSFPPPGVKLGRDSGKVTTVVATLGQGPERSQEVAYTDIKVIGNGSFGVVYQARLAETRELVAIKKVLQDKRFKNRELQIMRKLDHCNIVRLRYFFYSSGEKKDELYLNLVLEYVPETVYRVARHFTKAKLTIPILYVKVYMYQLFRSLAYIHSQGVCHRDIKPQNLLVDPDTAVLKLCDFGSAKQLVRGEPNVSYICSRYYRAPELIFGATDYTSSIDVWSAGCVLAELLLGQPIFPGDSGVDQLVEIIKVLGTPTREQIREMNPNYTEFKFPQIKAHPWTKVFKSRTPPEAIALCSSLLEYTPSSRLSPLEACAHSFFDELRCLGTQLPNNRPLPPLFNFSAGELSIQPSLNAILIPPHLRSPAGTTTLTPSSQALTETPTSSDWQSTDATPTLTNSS
aSyn UTR inh: 5' untranslated region of α-synuclein, MLPCN primary screen. alpha-synuclein 5'UTR reporter, inhibitor activity. inhibition, % (tested at 7.5 µM). actives 0.82% (n = 300,000); in the data active means inhibition above about 60%; inconclusive means no clear call, values can overlap the other calls;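 further: H4 neuroglioblastoma cells stably carrying SNCA 5'UTR luciferase fusion; 0% = DMSO wells and 100% = positive control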
HSP90 inh: blocks HSP90-mediated luciferase refolding in reticulocyte lysate; Rabbit reticulocyte lysate, luciferase refolding luminescence, 3 h; inhibition, % at 5.6 µM; actives 0.91% (n = 290,000);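 active means inhibition above the screen-wide mean plus 3 SD, computed separately per campaign, cut at about 16% in these data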;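 further: 0% = DMSO wells and 100% = 60 µM geldanamycin wells; inhibitors lower the luminescence because luciferase stays unfolded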
DYRK1A inh: inhibitors of rat Dyrk1A kinase; Q63470; ADP-Glo luminescence, NFATc1 peptide; inhibition, % at 12.5 µM; actives 0.43% (n = 310,000); AID 504441; in the data active means inhibition above about 50%;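 further: plate controls were vehicle with enzyme for no effect and no enzyme for full effect; many of its hits are not listed in these tables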
IEC-6 tox: counter-screen for KLF5 inhibitors: cytotoxicity in IEC-6 cells; AID 1825; IEC-6 cytotoxicity, luminescence viability; inhibition, % at 5 µM; actives 0.78% (n = 290,000); in the data active means inhibition above about 22%;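 further: 0% = plate median of test compound wells and 100% = cytotoxic reference compound wells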
An asterisk follows results filed as active; ? = inconclusive; · = no result given; & = joins results of further samples. Only part of the results is shown, so the mix of outcomes need not match the whole.

SMILES	HSF1 inhib	GSK3beta inhib	KLF5 inh	Platelet DG rel	HSF-1 act	GSK3 alpha inh	aSyn UTR inh	HSP90 inh	DYRK1A inh	IEC-6 tox
CCCCN(C)CCCNC(=O)C1CCC(CNS(=O)(=O)c2c(C)cc(C)cc2C)CC1 (stereo unspecified)	6	1	-28	1	1	-3	-28	5	7	5
Cc1ccccc1S(=O)(=O)N(CC(O)CN1CCCCC1)c1ccccc1 (stereo unspecified)	-1	-4	-10	0	5	-2	-8	-3	3	-8
COCCNC(=O)C1=NOC(Cn2cc(C#N)c(=O)n(C)c2=O)C1 (stereo unspecified)	-3	-1	-1	0	7	-1	7	-2	2	-5
CCN(CC)CCNC(=O)CCc1nnc2ccc(N3CCC(C)CC3)nn12	-2	0	2	0	-15	-7	-2	1	9	9
CCn1ncc(Br)c1C(=O)Nc1ccc(-c2ccno2)cc1	-5	2	-8	3	-10	·	-26	-1	-2	-3
CCN(CCN1CCCC1)C(=O)C1CCC(=O)N(CCCN2CCOCC2)C1 (stereo unspecified)	0	2	-8	-15	3	5	4	2	1	-7
COc1ccc2oc(-c3ccccc3)c(C(=O)O)c2c1	-1	-1	-12	4	-10	-2	7	1	0	-2
N#CCSc1nc(-c2ccccc2)nc2ccccc12	8	-1	-18	-1	2	0	-4	2	8	-3
O=C(N/N=C/c1ccncc1)c1ccccc1	3	3	12	5	-5	-4	-25	-2	4	2
Cc1cccc(Oc2ncc(-c3ccc(Cl)cc3)cn2)c1	1	3	-26	8	8	-4	-46	-7	3	-4
CC(C)CC1CC(C)(c2csc(NNC(=O)c3ccccc3)n2)OC1=O (stereo unspecified)	4	-3	4	5	-4	-1	-1	-1	0	4
COc1ccc(CC(=O)Nc2cc(NC(=O)Cc3ccc(OC)c(OC)c3)cc(C(=O)O)c2)cc1OC	-5	2	-15	-1	-4	-1	23	-9	31	-4
CC(C)c1ccc(N(CC(=O)NC2CCCC2)C(=O)CCC(=O)Nc2ccccn2)cc1	0	-4	-55	7	10	0	-7	-3	-8	-5
CSc1ccc(/C=N\NC(=O)COc2ccc(Cl)cc2Br)cc1	-4	-1	-9	-7	0	·	-21	0	2	7
COC(=O)C1=C(C)Nc2ccc(C)cc2S1	-11	-2	-22	0	-20	·	-64	0	14	-4
Cc1cc(C(=O)OCC(=O)Nc2c(F)cccc2F)c(C)n1-c1ccccc1	2	2	-54	4	27	-4	-103	0	12	7
O=C(c1ccccc1)C1CCc2occc2C1=O (stereo unspecified)	0	-1	-21	4	-4	-2	0	-1	5	0
C/C(=N\Nc1cccc2cccnc12)c1ccccn1	15	-3	-86	13	49	-1	-17	7	17	4
CC1CCCC(NC(=O)COC(=O)CCC2CCCC2)C1C (stereo unspecified)	1	0	5	-8	7	-6	8	4	-1	11
CCc1nc(SCC(=O)Nc2ccnc3ccccc23)n[nH]1	-5	-6	-32	8	8	20	27	0	8	-4

Results in KLF5 inh, for 3 of the compounds above:
SMILES	KLF5 inh
O=C(N/N=C/c1ccncc1)c1ccccc1	12
Cc1cccc(Oc2ncc(-c3ccc(Cl)cc3)cn2)c1	-26
CC(C)CC1CC(C)(c2csc(NNC(=O)c3ccccc3)n2)OC1=O (stereo unspecified)	4

Next part.
SMILES	HSF1 inhib	GSK3beta inhib	KLF5 inh	Platelet DG rel	HSF-1 act	GSK3 alpha inh	aSyn UTR inh	HSP90 inh	DYRK1A inh	IEC-6 tox
N/C(=N\O)c1ccccc1N1CCCCC1	2	0	-5	10	-3	-1	20	0	2	6
COCC(=O)N1CCC(n2nccc2NC(=O)c2ccccc2OC)CC1	2	-8	-15	-8	-17	-3	-4	2	5	1
Cc1cc(C(=O)CS(=O)(=O)c2ccc(F)cc2)cc(C)c1O	10	-1	-80	-8	13	0	-80	3	-3	-7
CCOC(=O)c1[nH]c(COC(=O)CCCOc2ccccc2)c(C(=O)OCC)c1C	-1	3	·	2	-5	-1	4	·	·	·
Nc1nc2c(nc(SCc3ccccc3Br)n2[C@@H]2O[C@H](CO)[C@@H](O)[C@H]2O)c(=O)[nH]1	-3	1	-24	5	-14	1	7	-1	-1	-5
Cc1cc2[nH]c(=O)c(=O)[nH]c2cc1S(=O)(=O)N1CCN(c2cccc(C)c2C)CC1	-6	-4	-15	3	-4	-1	-6	-2	-4	-3
C[C@@H]1CC=C[C@H]2[C@H]1C(=O)N(Cc1ccccc1)[C@H]2c1ccc(/C=C/c2ccccc2)cc1F	-1	-2	·	-10	5	-3	-18	·	1	·
CC(Nc1ccccc1N1CCCCC1)C(=O)N1CCc2ccccc21 (stereo unspecified)	-6	-1	-8	-26	10	1	-9	0	-6	2
C[C@H](NC(=O)C1CCN(C(=O)[C@H](Cc2ccccc2)NC(=O)OC(C)(C)C)CC1)C(=O)O	2	0	-36	-7	-10	-3	-7	2	-2	-3
CNc1c(N)n(Cc2ccccc2)c(=O)[nH]c1=O	0	-3	-15	-1	4	-3	2	-2	2	5
CCOc1ccc(-n2ccnc2SCC(=O)Nc2nnc(CC)s2)cc1	-9	4	-32	2	-6	0	-7	-4	-1	-14
O=C(Cc1ccc(F)cc1)NC(Cc1c[nH]c2ccccc12)C(=O)O (stereo unspecified)	-5	-2	-12	5	-6	1	4	3	-4	0
O=C(N/N=C/c1ccccc1)c1cccc2ccccc12	0	-5	·	1	19	-2	-22	·	-2	·
NS(=O)(=O)c1ccc(CCNC(=O)C2CCCCN2S(=O)(=O)c2ccccc2)cc1 (stereo unspecified)	-2	2	-8	-3	-3	1	-14	-4	1	-2
CC1(c2nnc(-c3ccc(F)cc3)o2)CC(c2ccccc2)=NO1 (stereo unspecified)	-1	3	·	4	-15	-4	-8	·	7	·
Cc1cccc(Oc2ccc(NC(=O)C3CC=CCC3C(=O)O)cc2)c1 (stereo unspecified)	-4	3	-15	3	-9	-1	25	1	0	5
O=C(NCc1ccco1)c1ccccc1NC(=O)C1CC(=O)N(c2ccc(Cl)cc2)C1 (stereo unspecified)	-1	1	-11	1	8	-2	16	0	8	-2
Cc1ccc(-c2nc(-c3ccccn3)no2)cc1[N+](=O)[O-]	18	0	-57	24	38	-2	46	30*	7	-8
CCn1c(SCc2ccc(Cl)cc2)nnc1-c1ccccc1	-3	·	-25	-9	12	4	1	-3	-3	-2
CCc1cc2c(=O)c(-c3cnn(-c4ccccc4)c3)c(C)oc2cc1OCC(=O)Nc1ccc(F)c(F)c1	-3	0	-34	1	1	0	0	2	-3	2
Cc1nc(-n2ncc(C#N)c2N)c2c3c(sc2n1)CCC3	-5	4	-25	-13	8	·	21	4	3	-5
COc1ccccc1OCc1ccc(C(=O)Nc2cc(OC)c(OC)c(OC)c2)o1	5	3	-71	1	-12	2	23	13	6	5
CC(=O)NC1=NN(C(C)=O)C(C)(CS(=O)(=O)c2ccc3ccccc3c2)S1 (stereo unspecified)	-2	1	-35	-4	-6	-1	12	-2	7	0
CCCc1nnc(NC(=O)c2cccc(OC)c2)s1	13	3	-54	0	38	3	-91	-3	8	-3
Nc1ccc(C(=O)O)c(O)c1	3&-1	1&2	6&-5&-1	0&4	-15&12	-2&-1&0	-4&2	-3&4&3	7&15&14	-1&-3&-5
C=Cc1ccc(CSc2cc(C)nc3nc(C)nn23)cc1	15	1	-14	-1	13	-2	-4	-4	-7	0
Cc1ccccc1NC(=S)N1CCCN(Cc2ccc(F)cc2)C1	3	0	-28	0	17	-2	0	5	2	2
CC1(C)C(=O)OC(c2cccs2)C2(CCCCC2)C1=O (stereo unspecified)	-7	-21	-24	-8	0	0	1	1	-2	4
Cc1cc(C)c(C)c(/C=C(/C#N)C(N)=S)c1C	-8	1	2	-13	1	-4	-1	-1	1	0
CC(=O)c1cccc(NC(=O)Nc2nc(C)cc(C)n2)c1	5	2	-226	-2	25	0	-85	-3	-5	-4
COc1ccc(-n2nc(C(=O)Nc3ccc4c(c3)OCO4)c3c4ccccc4n(C)c3c2=O)cc1	-14	0	-13	2	2	-2	20	-4	-1	5
COC(=O)c1cccc(-c2ccc(/C=N/N3C(=O)C4C5C=CC(C6CC56)C4C3=O)o2)c1 (stereo unspecified)	2	1	-13	1	6	0	-27	0	1	0
O=C(N/N=C/c1c(Cl)cccc1Cl)c1n[nH]c2c1CCCC2	25	-2	-102	0	34	-2	-135	0	14	-3
COc1ccc2c(c1)[nH]c1c(=O)n(CCN3CCOCC3)cnc12	-1	2	-25	3	10	0	33	-1	32	-1
C#CCOCCOCCOCCNc1nc(N2CCN(C(=O)[C@H](CCC(=O)O)n3cc(C(N)CC(C)C)nn3)CC2)nc(N2CCN(C(=O)[C@H](Cc3ccc(O)cc3)n3cc(C(N)[C@H](C)CC)nn3)CC2)n1 (stereo partly specified)	2	2	-1	-18	-2	0	6	0	·	-4
N#Cc1ncc(Cl)c2ccccc12	-1	0	-6	-3	·	0	-3	4	1	-2
CCOc1ccc(C(=O)Nc2cccc3nsnc23)cc1[N+](=O)[O-]	1	-4	-6	13	21	-1	7	-2	21	-3
CCN1C(=C2C(=O)c3ccccc3C2=O)C=Cc2ccccc21	10	3	-28	8	1	·	-55	3	22	4
CN(C)/C=N/c1nc(-c2ccc3c(c2)OCO3)cs1	26	0	-96	-2	?	·	-171	-1	77*	8
CCN(CC)C(=S)Nc1cc(C(=O)OC)ccc1C(=O)OC	-3	2	3	-2	15	2	-17	-5	7	-5
O=C1c2ccccc2C(Nc2ccc3c(c2)OCO3)N1Cc1ccc2c(c1)OCO2 (stereo unspecified)	11	-1	-9	-2	31	-1	-45	2	2	5
COc1ccc(OC)c(N2C(=O)[C@@H]3C(c4ccccc4Cl)=NO[C@@H]3C2=O)c1	2	1	15	2	9	0	4	0	-1	-5
COc1ccccc1NC(=O)CC1C(=O)NCCN1C(=O)Nc1ccccc1 (stereo unspecified)	-8	1	15	-6	-9	-2	4	7	0	1
COc1ccc(NC(=O)CN(C)C(=O)c2cc(-c3ccc(Cl)cc3)nc3ccccc23)cc1	5	0	·	2	-11	1	-4	·	10	·
CCOC(=O)C(CC)(CC)C(=O)/C=C/c1ccc(OC)cc1	5	-1	-66	3	2	-3	-30	9	-8	5
Cc1ccccc1NC(=O)c1cccc(NC(=O)CCC(=O)O)c1	-3	-6	8	-3	-8	-1	3	0	2	-2
CC(=O)N1CCCc2cc(S(=O)(=O)N3CCN(C4CCCCC4)CC3)ccc21	3	2	11	-1	-15	0	-2	1	1	-2
CCCC(=O)C1=C(O)C(C(=O)OC)C(C)(C)CC1=NC(C)C (stereo unspecified)	1	-1	-24	4	4	13	25	-2	-7	-6

Bioassay records from PubChem BioAssay.
